# NPY Y2 blocker = antagonists of human neuropeptide Y receptor Y2. NPY-Y2 expressing cells, antagonist mode. inhibition, % at 2.7 µM. actives 0.99% (n = 140,000). AID 793; in the data active = inhibition above about 17%;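 also: 0% = vehicle with agonist challenge and 100% = reference antagonist with challenge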
# Target sequence (P49146 whole entry, looked up): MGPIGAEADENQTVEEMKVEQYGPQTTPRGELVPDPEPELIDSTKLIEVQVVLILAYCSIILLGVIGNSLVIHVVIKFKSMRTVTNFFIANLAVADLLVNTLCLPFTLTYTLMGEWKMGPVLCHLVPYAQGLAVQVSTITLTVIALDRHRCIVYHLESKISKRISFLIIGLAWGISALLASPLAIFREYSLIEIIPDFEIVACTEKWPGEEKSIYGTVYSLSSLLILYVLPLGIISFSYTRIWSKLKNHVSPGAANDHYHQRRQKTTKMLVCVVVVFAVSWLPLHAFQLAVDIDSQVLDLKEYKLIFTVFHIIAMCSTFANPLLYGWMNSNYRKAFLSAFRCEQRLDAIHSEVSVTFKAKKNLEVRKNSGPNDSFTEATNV
# E-sel TNF inh = TNF alpha driven E-selectin expression inhibition | HUVEC TNFa-induced E-selectin immunofluorescence, high content | inhibition, % at 2 µM | actives 0.71% (n = 120,000) | AID 1246;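 active = inhibition above the batch mean plus 3 SD, and confirmed as a hit on visual image review, cut at about 43% in these data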;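 also: 0% = TNF-stimulated DMSO wells and 100% = unstimulated control wells; not every result past the cut was called active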
# GALR2 antag = antagonists of human galanin receptor 2 (GALR2) | O43603 | GALR2-expressing cells, antagonist mode | inhibition, % at 4 µM | actives 0.39% (n = 140,000) | AID 828; in the data active = inhibition above about 27%;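 also: cells stimulated with galanin 1-16 at roughly its EC80; 0% = agonist challenge control and 100% = basal control without agonist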
# Target sequence (O43603 whole entry, looked up): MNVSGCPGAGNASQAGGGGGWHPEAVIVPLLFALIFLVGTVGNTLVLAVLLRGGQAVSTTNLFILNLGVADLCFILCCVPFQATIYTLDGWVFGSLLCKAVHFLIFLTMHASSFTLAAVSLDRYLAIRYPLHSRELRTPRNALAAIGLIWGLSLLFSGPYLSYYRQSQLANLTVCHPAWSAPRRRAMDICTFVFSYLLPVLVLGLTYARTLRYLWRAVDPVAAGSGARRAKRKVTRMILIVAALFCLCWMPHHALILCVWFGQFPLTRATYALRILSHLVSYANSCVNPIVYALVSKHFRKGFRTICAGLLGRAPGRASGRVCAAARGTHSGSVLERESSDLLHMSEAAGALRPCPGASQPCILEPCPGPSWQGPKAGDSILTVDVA
# The depositor's hits bear a star.
SMILES,NPY Y2 blocker,E-sel TNF inh,GALR2 antag
Cc1c(C(=O)N2CCCCC2)sc(NC(=O)C23CC4CC(CC(C4)C2)C3)c1C#N,1,-1,-2
Cc1ccc(-n2nnnc2Sc2nc([N+](=O)[O-])nn2C)c(C)c1,1,2,0
Cc1ccc(O)c(NC(=S)NC(=O)c2ccc(-c3ccc(Cl)cc3)o2)c1,9,55*,-14
CC1CC(C)CN(c2nc3c(c(=O)[nH]c(=O)n3C)n2CCCSc2nc3ccccc3s2)C1 (configuration not stated),0,-5,-3
Cn1c(=O)c2c(nc(SCC(=O)N(C3CCCCC3)C3CCCCC3)n2C)n(C)c1=O,3,2,11
CCCCOC(=O)c1cc(-c2ccc(/C=N/n3cnnc3)o2)ccc1Cl,4,-17,-9
CCn1nnc(-c2ccccc2NC(=O)c2cnccn2)n1,3,-31,-8
Cc1ccc(OCC(=O)Nc2ccc([N+](=O)[O-])cn2)cc1C,9,8,-5
Cc1cccc(C(=O)N(C)c2nnc(-c3ccncc3)s2)c1,6,-5,-7
Cc1ccc2c(C)nc(Nc3ncc4c(n3)CCCC4=O)nc2c1,0,-26,0
Cn1c(=O)[nH]c(=O)c2c1nc(N1CCOCC1)n2CCSc1ncccn1,0,5,-9
Cc1nn2c3cc(N4CCOCC4)ccc3nc2c2ccccc12,2,6,-6
CCn1cc(C(=O)Nc2cc3c(cc2NC(C)=O)OCCO3)c(=O)c2ccc(C)nc21,1,-3,-17
CN(C)/C=C(/C(=O)c1ccccc1Cl)S(=O)(=O)c1ccccc1,3,43,3
Cc1cc2ncn(S(=O)(=O)c3ccc(S(=O)(=O)N4CCCCCC4)cc3)c2cc1C,1,6,24
COc1cc2nc(SCC(=O)NC3CC3)n(CCC3=CCCCC3)c(=O)c2cc1OC,0,-24,-3
O=C(CN1C(=O)c2ccccc2S1(=O)=O)N1CCN(c2cccc(Cl)c2)CC1,6,2,3
COc1ccc(C(=O)Nc2ccccc2N2CCOCC2)cc1Br,2,-5,11
Cc1ccc(-c2cc(C(F)(F)F)n3nc(C(=O)N4CCCC4)cc3n2)cc1,3,-25,1
CCOc1cc(NC(=O)c2ccco2)c(OCC)cc1NC(=O)COc1ccccc1C,2,8,-7
COC(=O)c1cc2c(=O)n3ccccc3nc2n(C(C)C)c1=N,2,28,-4
Cc1cc(N2CCN(C)CC2)nc2ccc(NC(=O)CCC(=O)NCCC3=CCCCC3)cc12,1,-14,6
CC1CN(C(=O)c2cc(F)c(F)cc2Cl)CC(C)O1 (configuration not stated),3,-22,1
COc1cccc(/C=C/C(=C2\C(=O)N(c3ccccc3)N=C2C)c2ccc(Br)cc2)c1OC,1,12,-5
CN1CCc2c(sc3c2c(=O)n(-c2cccc(Cl)c2)c2nncn32)C1,1,6,-7

# Molecules listed so far that have a nitro group on carbon:
SMILES,NPY Y2 blocker,E-sel TNF inh,GALR2 antag
Cc1ccc(-n2nnnc2Sc2nc([N+](=O)[O-])nn2C)c(C)c1,1,2,0
Cc1ccc(OCC(=O)Nc2ccc([N+](=O)[O-])cn2)cc1C,9,8,-5

# Following part:
SMILES,NPY Y2 blocker,E-sel TNF inh,GALR2 antag
COC(C(=O)Nc1ccc(F)c(F)c1)c1ccccc1 (configuration not stated),7,-6,8
CCC(=O)OC1=C2C(=Nc3c(c(=O)n(C)c(=O)n3C)C2c2ccccc2)c2ccccc21 (configuration not stated),4,17,4
O=C(c1ccc(S(=O)(=O)N2CCC(c3nc4ccccc4s3)CC2)cc1)N1CCCCC1,6,18,4
O=C1Nc2ccc(S(=O)(=O)NCc3ccco3)c3cccc1c23,0,1,13
CCC/C(=N/Nc1ccc(Cl)cc1)c1cnnc(-c2ccccc2)n1,5,-13,3
O=C1CC(c2ccccc2)Cc2nc(N3CCc4ccccc43)ncc21 (configuration not stated),0,-9,-6
CCCS(=O)(=O)N1CCN(Cc2ccc(OCc3ccccc3)c(OC)c2)CC1,2,-9,8
Cc1ccc(C(C)C)c(OCC(=O)c2c(O)c3ccccc3oc2=O)c1,3,6,-11
O=C1CCc2nc3sc4c(c3c(=O)n2N1)CCCC4,2,31,3
COc1ccc(N(C(=O)c2cnccn2)C(C(=O)NC2CCCCC2)c2ccc(Cl)cc2)cc1 (configuration not stated),-1,6,10
O=C(c1ccco1)N1CCN(C(=O)C2CCN(S(=O)(=O)c3cccc4nsnc34)CC2)CC1,0,7,-8
CCOc1cc(CO)cc(Br)c1OCC(=O)O,3,8,1
CCOC(=O)N1CCc2c(sc(NC(C)=O)c2C(N)=O)C1,1,1,10
Cc1ccc(-n2c(=O)c3c4c(sc3n3c(C)nnc23)COC(C(C)C)C4)cc1 (configuration not stated),-1,-12,-2
CC(C)C1N=C2c3ccccc3N=C(SCc3cc(=O)n4ccccc4n3)N2C1=O (configuration not stated),8,-18,-2
Cc1ccc(C(CC(=O)NCc2ccco2)c2ccc(OC(C)C)cc2)cc1 (configuration not stated),6,-6,6
O=C(COc1ccc(F)cc1)c1ccc2c(c1)CCCC2,13,2,-5
CCN(CC)c1ccc(C2C(C(C)=O)C(=O)CC(C)(O)C2C(C)=O)cc1 (configuration not stated),2,-15,12
CCOC(=O)c1cn2c3c(c(F)c(F)cc3c1=O)SC(N1CCOCC1)=N2,0,-4,12
COc1ccccc1OCc1nc2c3c(-c4ccccc4)c(-c4ccccc4)oc3ncn2n1,-1,15,-4
O=C(Nc1ccccc1Cl)O/N=C/c1ccncc1,1,-9,1
O=C(O)c1cn(-c2ccccc2)nc1-c1ccc(Cl)cc1,6,-13,-5
Cn1nc(-c2ccc(N3CCOCC3)c(NC(=O)c3ccccc3)c2)c2ccccc2c1=O,3,-47,1
C=C(C)CSc1nnc2[nH]c(=O)cc(N)n12,1,6,-5
CCOc1ccc(-c2csc(C3COc4ccccc4O3)n2)cc1 (configuration not stated),6,7,6

# 3 of the entries above in order of their number in GALR2 antag, largest number first.
Structure	NPY Y2 blocker	E-sel TNF inh	GALR2 antag
CCC/C(=N/Nc1ccc(Cl)cc1)c1cnnc(-c2ccccc2)n1	5	-13	3
Cc1ccc(-n2c(=O)c3c4c(sc3n3c(C)nnc23)COC(C(C)C)C4)cc1 (configuration not stated)	-1	-12	-2
COc1ccccc1OCc1nc2c3c(-c4ccccc4)c(-c4ccccc4)oc3ncn2n1	-1	15	-4

# Other compounds
SMILES,NPY Y2 blocker,E-sel TNF inh,GALR2 antag
O=C(CSc1nnc(-c2ccc(S(=O)(=O)N3CCCC3)cc2)o1)N1CCCC1,2,-5,9
CCOC(=O)c1[nH]c2ccccc2c1NC(=O)c1cc(OC)c(OC)c(OC)c1,5,0,1
CCOC(=O)c1cn(CC)c2cc(N3CCCCC3)c(F)cc2c1=O,-2,-25,6
Cc1ccc2[nH]c(=O)c(CN(CCO)C(=O)N(C)C)cc2c1,3,13,1
CC(C)(C)c1sc(N)nc1-c1ccccc1,0,6,5
Cc1ccc(-c2cc(=O)[nH]c3ccccc23)cc1,4,-25,6
O=c1c2ccc(-c3nnc4n3-c3ccccc3SC4)cc2nc2n1CCCCC2,-1,-8,-3
COCCn1c(=O)c2c3c(sc2n(CC(N)=O)c1=O)CCCC3,2,-26,-1
COc1ccc(/C(O)=C2/C(=O)C(=O)N(CCCN(C)C)C2c2ccc(Cl)cc2)cc1OC (configuration not stated),4,-18,10
Cc1cc(C)n2nc(SCc3cc(=O)n4ccccc4n3)nc2n1,2,-22,-10

# 21 structures out of the list, sorted by length of the SMILES, largest number first.
SMILES,NPY Y2 blocker,E-sel TNF inh,GALR2 antag
O=C(c1ccco1)N1CCN(C(=O)C2CCN(S(=O)(=O)c3cccc4nsnc34)CC2)CC1,0,7,-8
COc1ccc(/C(O)=C2/C(=O)C(=O)N(CCCN(C)C)C2c2ccc(Cl)cc2)cc1OC (configuration not stated),4,-18,10
COc1ccc(N(C(=O)c2cnccn2)C(C(=O)NC2CCCCC2)c2ccc(Cl)cc2)cc1 (configuration not stated),-1,6,10
Cn1nc(-c2ccc(N3CCOCC3)c(NC(=O)c3ccccc3)c2)c2ccccc2c1=O,3,-47,1
COc1ccccc1OCc1nc2c3c(-c4ccccc4)c(-c4ccccc4)oc3ncn2n1,-1,15,-4
CC(C)C1N=C2c3ccccc3N=C(SCc3cc(=O)n4ccccc4n3)N2C1=O (configuration not stated),8,-18,-2
CCN(CC)c1ccc(C2C(C(C)=O)C(=O)CC(C)(O)C2C(C)=O)cc1 (configuration not stated),2,-15,12
CCOC(=O)c1cn2c3c(c(F)c(F)cc3c1=O)SC(N1CCOCC1)=N2,0,-4,12
O=c1c2ccc(-c3nnc4n3-c3ccccc3SC4)cc2nc2n1CCCCC2,-1,-8,-3
Cc1ccc(C(CC(=O)NCc2ccco2)c2ccc(OC(C)C)cc2)cc1 (configuration not stated),6,-6,6
Cc1ccc(C(C)C)c(OCC(=O)c2c(O)c3ccccc3oc2=O)c1,3,6,-11
Cc1ccc2[nH]c(=O)c(CN(CCO)C(=O)N(C)C)cc2c1,3,13,1
COCCn1c(=O)c2c3c(sc2n(CC(N)=O)c1=O)CCCC3,2,-26,-1
Cc1cc(C)n2nc(SCc3cc(=O)n4ccccc4n3)nc2n1,2,-22,-10
CCOC(=O)N1CCc2c(sc(NC(C)=O)c2C(N)=O)C1,1,1,10
O=C(O)c1cn(-c2ccccc2)nc1-c1ccc(Cl)cc1,6,-13,-5
O=C(COc1ccc(F)cc1)c1ccc2c(c1)CCCC2,13,2,-5
Cc1ccc(-c2cc(=O)[nH]c3ccccc23)cc1,4,-25,6
C=C(C)CSc1nnc2[nH]c(=O)cc(N)n12,1,6,-5
O=C(Nc1ccccc1Cl)O/N=C/c1ccncc1,1,-9,1
CC(C)(C)c1sc(N)nc1-c1ccccc1,0,6,5

# Not all compounds are listed; rates above refer to the full screens.
